# NALP1 yeast inh – NALP1 inhibition. S. cerevisiae NALP1/ASC/caspase-1 growth, X-gal OD620, 72 h. inhibition, % at 10 µM. actives 0.61% (n = 280,000). AID 2071; in the data active = inhibition mostly above about 24%, no sharp cut-off; inactive = mostly below about 32%; also: some compounds called inactive have numbers as strong as hits
# PHOSPHO1 block – PHOSPHO1 (human) inhibition; actives 1.1% (n = 290,000); recombinant PHOSPHO1, absorbance phosphatase assay; inhibition, % at 13.3 µM; in the data active = inhibition above about 60%
# OXTR agonist – human OXTR agonism; AID 2435; actives 0.32% (n = 320,000); CHO-OTR cells, Fluo-8 calcium fluorescence; normalized: DMSO 0%, oxytocin 100%; activation, % at 3 µM;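 active = activation above the mean of all tested compounds plus 3 SD, cutoff set per screening run, cut at about 20% in these data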;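 also: peak over basal fluorescence ratio from a 100 s FLIPR kinetic read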
# Target sequence (P30559 whole entry, looked up): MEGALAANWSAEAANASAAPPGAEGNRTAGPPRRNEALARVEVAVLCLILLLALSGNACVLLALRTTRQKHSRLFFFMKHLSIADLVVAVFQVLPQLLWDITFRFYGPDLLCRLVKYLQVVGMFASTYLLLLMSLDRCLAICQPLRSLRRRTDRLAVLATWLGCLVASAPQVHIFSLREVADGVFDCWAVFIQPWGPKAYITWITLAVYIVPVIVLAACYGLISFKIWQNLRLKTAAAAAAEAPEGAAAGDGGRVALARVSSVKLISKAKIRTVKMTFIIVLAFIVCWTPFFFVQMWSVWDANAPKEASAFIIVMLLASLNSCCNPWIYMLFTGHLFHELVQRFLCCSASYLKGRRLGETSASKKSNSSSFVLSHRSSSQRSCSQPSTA
# MEKK3 PB1 HTS – raises or lowers MEK5 binding to the human MEKK3 PB1 domain; Q99759; bead-based flow cytometry, Alexa488-MEK5 binding to MEKK3; actives lie on both sides; 0 = blocked by unlabeled MEK5, 100 = vehicle; binding response (% of control), % at 10 µM; actives 1.4% (n = 290,000); AID 1529;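 active = binding response more than 3 SD above or below the average of its plate-row segment, actives on both sides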;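 also: Alexa488 bead fluorescence after subtracting the streptavidin-only scavenger bead signal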
# MEKK2wt PB1 HTS – raises or lowers MEK5 binding to wildtype human MEKK2 PB1 domain; Q9Y2U5; actives 1.1% (n = 290,000); binding response (% of control), % at 10 µM; bead flow cytometry, Alexa488-MEK5 binding to MEKK2 WT; actives lie on both sides; in the data active = binding response below about 67% or above about 130%
# GPR7 antagonist – blocks human GPR7 receptor signaling | P48145 | GPR7-expressing cells, fluorescence antagonist assay | AID 1861 | actives 1.1% (n = 290,000) | inhibition, % at 4.4 µM; in the data active = inhibition above about 16%, passing the limit was not always enough;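 also: cells stimulated with the agonist NPW; 0% = agonist with vehicle and 100% = vehicle without agonist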
# Target sequence (P48145 whole entry, looked up): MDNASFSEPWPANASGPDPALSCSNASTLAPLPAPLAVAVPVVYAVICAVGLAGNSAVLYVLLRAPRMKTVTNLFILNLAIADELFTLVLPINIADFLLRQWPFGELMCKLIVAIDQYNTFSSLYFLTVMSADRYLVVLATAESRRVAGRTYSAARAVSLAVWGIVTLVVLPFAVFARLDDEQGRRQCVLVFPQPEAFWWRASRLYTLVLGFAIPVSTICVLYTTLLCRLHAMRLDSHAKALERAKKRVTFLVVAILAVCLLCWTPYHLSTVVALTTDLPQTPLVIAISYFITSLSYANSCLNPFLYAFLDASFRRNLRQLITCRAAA
# GalR3 antagonist – human GalR3 antagonism. O60755. HEK293 GalR3-CNG cAMP membrane potential fluorescence; galR3 body fused to GalR1 C-terminus. inhibition, % at 3 µM. actives 0.44% (n = 360,000);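 active = inhibition above the screen-wide average plus 3 SD, cut at about 13% in these data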;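 also: forskolin and galanin both at EC90 stimulate the cells; cAMP rise reported by CNG channel membrane potential dye signal; 0% = forskolin plus galanin with DMSO and 100% = forskolin alone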
# Target sequence (O60755 1-299 limits assumed): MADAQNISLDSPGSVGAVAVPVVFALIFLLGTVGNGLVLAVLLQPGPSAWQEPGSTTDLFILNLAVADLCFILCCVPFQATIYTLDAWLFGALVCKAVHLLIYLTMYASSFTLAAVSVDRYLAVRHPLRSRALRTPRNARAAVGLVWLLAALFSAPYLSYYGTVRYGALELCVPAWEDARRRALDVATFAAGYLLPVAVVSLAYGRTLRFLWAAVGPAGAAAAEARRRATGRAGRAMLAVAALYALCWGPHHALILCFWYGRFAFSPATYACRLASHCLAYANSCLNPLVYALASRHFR
# MEKK2 mut-MEK5 – signal of MEK5 binding to mutant human MEKK2 PB1 domain. percent response, % at 10 µM. bead flow cytometry, Alexa488-MEK5 binding to MEKK2 mutant. actives 0.35% (n = 290,000); in the data active = percent response above about 24%, passing the limit was not always enough; also: inactives centre near 1; some results filed as inactive read as strong as hits; reference of the scale not given here
# V1R ag counter – V1a receptor agonism, counter-screen for OXTR agonists; activation, % at 3 µM; CHO-V1R cells, Fluo-8 calcium fluorescence, agonist mode; 0% DMSO, 100% 3 nM vasopressin; actives 0.25% (n = 320,000);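 active = activation above the mean activation of all tested compounds plus 3 SD, per screening run, cut at about 20% in these data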;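 also: signal is peak over basal fluorescence ratio across a 100 second FLIPR read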
# * = called active by the depositor; · = no result given; [ ] = dose if it differs, or a comment.
SMILES,NALP1 yeast inh,PHOSPHO1 block,OXTR agonist,MEKK3 PB1 HTS,MEKK2wt PB1 HTS,GPR7 antagonist,GalR3 antagonist,MEKK2 mut-MEK5,V1R ag counter
Cc1cc(Nc2ccccc2)n(-c2nc3ccccc3[nH]2)n1,34,-7,-2.4,101,101,-19,-5,1,-0.1
Cn1c(=O)c2c(nc(Br)n2C/C=N/NC(N)=S)n(C)c1=O,-4,12,-0.3,103,103,-13,-1,-2,-1.2
CC(=O)Nc1cccc(NC(=O)C2CCCN2C(=O)Nc2cccc(F)c2)c1 (configuration not stated),25,18,0.7,101,103,-1,-3,1,0.4
Oc1c(N=NC(=S)Nc2ccccc2F)c2ccccc2n1Cc1ccccc1Cl,3,-19,-0.9,102,91,14,-3,-1,-1.1
c1ccc(CN2CCN(c3nc(N4CCOCC4)c4ccccc4n3)CC2)cc1,·,·,-2.7,98,104,-6,-7,1,-1.4
CC[C@H](CO)Nc1nc(Nc2cccc(Cl)c2)c2ncn(C(C)C)c2n1,·,31,-2.8,106,83,·,-5,2,-1.3
COc1cc(Br)c(/C=C/c2ccc3cccc(O)c3n2)cc1OC,-8,7,0.1,101,101,-3,-8,4,1.0
COc1ccnc(N=CNOCc2cccc(C(F)(F)F)c2)c1C#N,6,37,-0.3,102,100,0,4,-1,0.8
CC1CCCCN1C(=O)c1c([N+](=O)[O-])cnn1C (configuration not stated),7,29,-0.6,98,109,-3,-3,7,-0.3
CCOC(=O)C(NC(=O)c1cccc(Cl)c1)(Nc1nnc(C)s1)C(F)(F)F (configuration not stated),28,17,-0.9,88,88,-13,-2,-3,-0.2
CCc1cc2c(SCC(=O)C(C#N)=C3N(C)c4ccccc4N3C)ncnc2s1,16,21,-0.7,86,94,-13,0,-12,0.3
CCOc1cc(C2NN=C(c3ccccc3)S2)ccc1OCc1ccc(F)cc1 (configuration not stated),12,12,-1.7,0.0*[inhibitor],0.0*[inhibitor],1,0,-16,0.0
COc1ccccc1-n1c(SCC(=O)O)nnc1-c1ccc(S(=O)(=O)N2CCCCC2)cc1,14,-12,0.1,111,111,2,-6,9,0.3
Cc1ccc(S(=O)(=O)N[C@H](C(=O)N2CCC(C(=O)N[C@@H](CC(=O)O)C(=O)O)CC2)C(C)C)cc1,6,8,-0.2,105,107,-5,-3,3,1.4
OCn1c2ccccc2c2ccccc21,13,20,-0.7,86,75,-9,-8,8,-0.5
COc1cccc(-c2nc3ccc([N+](=O)[O-])cc3o2)c1,-13,20,0.1,104,100,6,-6,-1,-1.1
O=C(CCCN1C(=O)/C(=C\c2ccccc2)SC1=S)Nc1ccc(O)cc1,23,-6,3.3,113,99,-6,-1,1,3.1
Cc1nn(-c2ccccc2)c(N)c1C(c1ccccc1)c1c(C)nn(-c2ccccc2)c1N,6,7,0.6,102,113,-2,-3,15,1.1
C=CCn1c(=NC(=O)C2CCCCC2)sc2cc(NC(C)=O)ccc21,22,6,1.0,100,98,-6,0,10,1.4
Cc1cccc(NC(=S)NC23CN4CN(CN(C4)C2)C3)c1C,15,11,0.3,99,95,-16,-8,-8,1.5
CC1CCN(CC(=O)N2c3ccccc3CC2C)CC1 (configuration not stated),-8,36,0.2,95,98,-14,-2,-4,-0.6
CC(C)N1CCN(Cc2cccc3nonc23)CC1CCO (configuration not stated),5,40,0.7,110,104,-7,-7,-6,0.3
COC(=O)COc1cccc(-n2cnnn2)c1,8,-2,1.3,106,108,-2,-6,3,1.3
COC1CCN(C(=O)c2cc(COc3ccc(-n4cncn4)cc3)on2)CC1,17,53,1.4,104,108,-1,4,3,2.4
O=C(/C=C/c1cccc([N+](=O)[O-])c1)n1cnc2ccccc21,-4,24,·,97,84,-9,-5,-11,·
COc1ccc2ccccc2c1-c1csc(N)n1,14,·,-0.1,101,100,-5,-5,-1,-0.6
COc1ccc(CC(=O)NCc2ccc3c(c2)OCO3)cc1,2,0,0.4,99,101,0,2,2,-0.3
Cc1ccc(S(=O)(=O)NN2C(=O)/C(=C/c3ccc(C(=O)O)cc3)SC2=S)cc1,24,24,-0.8,99,100,4,-8,-2,2.0
CCCC(=O)Nc1ccc(NC(=O)CCc2ccccc2)cn1,15,11,-0.3,97,101,3,-2,2,1.1
CC(C)(C)C(=O)[C@@H]1[C@@H]2C(=O)N(c3ccc4c(c3)OCCO4)C(=O)[C@@H]2C2c3ccccc3C=CN21 (some centres not stated),-2,15,-1.4,100,101,-11,-1,1,-0.7
CCN(CCO)Cc1csc2ccccc12,20,4,0.6,111,105,-7,2,-1,-0.1
CC(C)[C@H](NC(=O)OCc1ccccc1)C(=O)OCc1ccccc1,9,32,-1.3,100,99,-10,-6,-1,-1.3
CN1C(=O)CC2(CC(=O)N(Cc3ccccc3)C2)C1=O (configuration not stated),-5,-1,0.1,107,112,-11,-3,5,0.6
CCCCNC(=S)NNC(=O)c1cccnc1,-18,-20,1.6,104,103,-8,0,3,0.5
CC(OC(=O)Cc1coc2ccc3ccccc3c12)C(=O)Nc1ncc(Cl)cc1Cl (configuration not stated),39,-10,-0.1,95,98,-6,2,-2,3.1
CCCCSC(=O)Nc1ccccc1,-12,13,-1.5,105,108,-1,-3,8,-0.9
Cc1c(NC(=O)C2(c3ccccc3)CCOCC2)c(=O)n(-c2ccccc2)n1C,26,10,0.3,106,110,0,-7,5,0.8
CC(C)(C)C1=Nn2c(nnc2-c2ccco2)SC1,21,26,-0.6,98,94,-11,-3,-3,0.5
CC(=O)N(Cc1cccnc1)c1cccc(-c2nc3ccccc3s2)c1,16,66*,8.1,96,93,0,-4,-5,6.0
O=C(N=C1SCC(=O)N1c1ccccc1Cl)c1ccccc1,9,-40,·,95,86,3,-5,-7,·

# 3 compounds from above, sorted by the value under GalR3 antagonist, rising:
molecule,NALP1 yeast inh,PHOSPHO1 block,MEKK3 PB1 HTS,MEKK2wt PB1 HTS,GPR7 antagonist,GalR3 antagonist,MEKK2 mut-MEK5
CCCC(=O)Nc1ccc(NC(=O)CCc2ccccc2)cn1,15,11,97,101,3,-2,2
CC(OC(=O)Cc1coc2ccc3ccccc3c12)C(=O)Nc1ncc(Cl)cc1Cl (configuration not stated),39,-10,95,98,-6,2,-2
COC1CCN(C(=O)c2cc(COc3ccc(-n4cncn4)cc3)on2)CC1,17,53,104,108,-1,4,3

# Profiles as entered above. Screens in order: NALP1 yeast inh, PHOSPHO1 block, OXTR agonist, MEKK3 PB1 HTS, MEKK2wt PB1 HTS, GPR7 antagonist, GalR3 antagonist, MEKK2 mut-MEK5, V1R ag counter
# `CCN(CCO)Cc1csc2ccccc12` is listed with 20, 4, 0.6, 111, 105, -7, 2, -1, -0.1
# `CC1CCN(CC(=O)N2c3ccccc3CC2C)CC1` (configuration not stated) is listed with -8, 36, 0.2, 95, 98, -14, -2, -4, -0.6
# `COC(=O)COc1cccc(-n2cnnn2)c1` is listed with 8, -2, 1.3, 106, 108, -2, -6, 3, 1.3
# `CC(OC(=O)Cc1coc2ccc3ccccc3c12)C(=O)Nc1ncc(Cl)cc1Cl` (configuration not stated) is listed with 39, -10, -0.1, 95, 98, -6, 2, -2, 3.1
# `CCCC(=O)Nc1ccc(NC(=O)CCc2ccccc2)cn1` is listed with 15, 11, -0.3, 97, 101, 3, -2, 2, 1.1

# Following part.
SMILES,NALP1 yeast inh,PHOSPHO1 block,OXTR agonist,MEKK3 PB1 HTS,MEKK2wt PB1 HTS,GPR7 antagonist,GalR3 antagonist,MEKK2 mut-MEK5,V1R ag counter
CCOC(=O)c1c(NC(=O)c2cccs2)sc(CC)c1-c1cccs1,3,-5,1.3,102,104,-6,7,2,1.1
CCC(C)(C)NC(=O)C(OC(=O)c1cc2sccc2n1C)c1ccc(OC)cc1 (configuration not stated),2,10,-1.0,103,108,-7,-1,7,-0.8
O=C(Nc1cccc(C(F)(F)F)c1)c1cccnn1,10,5,0.0,104,103,5,-9,6,0.2
CCOC(=O)c1sc2cc([N+](=O)[O-])cc(SCC(C)C)c2c1N,21,64*,3.5,103,16*,-2,-3,28*,1.7
CCCCCCn1c(N2CCC(C(N)=O)CC2)nc2c1c(=O)[nH]c(=O)n2C,3,15,-1.0,103,110,-4,-1,6,0.7
N#CC1=C(O)CCCn2c1nc1ccccc1c2=O,-8,-8,-0.3,·,·,7,-3,·,0.0
Cc1ccc(OCC2Cn3c(nc4c3c(=O)[nH]c(=O)n4C)O2)cc1C (configuration not stated),8,29,2.1,102,107,2,-7,5,4.6
Cc1nn(Cc2ccccc2)c(N)c1C#N,4,10,-0.6,120,119,-13,3,9,-0.3
O=C(NN=C1CCCCCC1)c1c[nH]c2ccccc12,10,4,-0.1,94,97,-6,4,-2,0.7
O=c1c2ccccc2n2nnnc2n1-c1ccccc1,31,-31,-0.6,94,98,-11,-1,4,-0.3
CCNc1nc(Oc2ccc(=O)n(-c3ccccc3)n2)nc(N(C)C)n1,21,54,2.6,101,102,-3,0,2,0.9
O=C(O)CNC(=S)N(Cc1ccccc1)Cc1cccs1,12,18,0.0,54,63,10,-8,-13,-0.7
COc1ccc(Cl)cc1S(=O)(=O)N(C)CC(=O)N1CCOCC1,-6,36,0.7,100,97,-10,-5,3,0.8
COC(=O)Cc1c(C)c2ccc(OCC(=O)NC3CCS(=O)(=O)C3)cc2oc1=O (configuration not stated),-4,43,-0.4,100,98,-5,-5,-2,0.9
NC(=O)N1CCN(C(=O)c2ccco2)CC1,36,-6,0.3,101,101,6,-4,9,-0.3
COc1cc(C(=O)N(Cc2cc3cc(C)ccc3[nH]c2=O)CC2CCCO2)cc(OC)c1OC (configuration not stated),8,-6,1.1,115,113,0,2,6,0.4
CC(CCc1ccccc1)NC(=O)CNC(=O)COc1ccccc1 (configuration not stated),-16,-31,-1.5,97,93,5,-6,-7,-1.2
COC(=O)c1cnn(-c2nc3c(C)cccc3s2)c1C,9,5,0.0,96,98,-16,0,0,-0.5
CCOC(=O)CSc1nnc(Cc2ccccc2)n1Cc1ccco1,10,22,-1.0,96,101,-6,-8,1,0.1
COc1ccc(C(=O)NCC(=O)N/N=C/c2ccc([N+](=O)[O-])s2)cc1OC,-12,-8,0.8,102,110,-10,-8,10,0.2
Cc1cc(C)cc(C(=O)Nc2nnc(SCC(=O)NCC3CCCO3)s2)c1 (configuration not stated),0,23,0.1,101,102,4,0,9,1.8
CCc1nc2ccc(C(=O)Nc3nnc(C)s3)cc2nc1CC,7,2,-0.7,102,96,-7,1,-3,0.9
COc1cc(/C=N/Nc2nc(=O)[nH]nc2C)cc([N+](=O)[O-])c1O,-13,-3,-0.1,93,88,-10,0,-3,0.7
CC(=O)Nc1ccc(S(=O)(=O)NNC(=O)COc2ccc(C(C)(C)C)cc2)cc1,4,12,-0.6,101,105,-10,1,15,0.1
CNC(=S)NNC(=O)c1cccs1,·,18,0.0,100,102,-6,-2,-2,-0.6
CC(NCCc1ccc(O)cc1)C(O)c1ccc(O)cc1 (configuration not stated),6,4,0.3,109,107,-9,·,2,0.5
Cc1ccc(-c2cc(Cc3cccs3)c(=O)[nH]n2)cc1,·,27,-0.5,100,91,-3,-6,2,-1.1
C=CCN(CC=C)C(=O)Nc1cc(Cl)ccc1OC,16,-29,-1.8,101,103,-12,-3,5,-1.3
COCCn1nnnc1C(c1cccs1)N1CCN2CCCC2C1 (configuration not stated),-11,32,-0.2,104,89,3,4,-10,-0.1
N#Cc1nc(COc2cccc(Cl)c2)oc1NCc1ccco1,32,0,-1.2,102,98,10,-1,3,0.1
Cc1ccc(-c2nnn(CC(=O)N(Cc3cccs3)C(C(=O)NCC3CCCO3)c3ccco3)n2)o1 (configuration not stated),-19,15,0.1,102,94,0,-3,-9,3.5
CCn1c(SCC(=O)c2ccccc2)nnc1-c1cccs1,-3,25,1.8,103,99,-3,-5,-1,0.8
CCCC(C(=O)NC1CCCCC1)N(Cc1ccco1)C(=O)CNS(=O)(=O)c1ccccc1 (configuration not stated),-16,12,-2.4,84,87,4,-7,-9,-1.6
Cc1csc(CNC(=O)C2CCC(=O)N(CCc3cccc(F)c3)C2)n1 (configuration not stated),-1,53,-0.3,107,111,2,-4,10,0.1

# An unsorted share of the library. Share with any hit: about 5.4%.
